D1 ag: agonists of human D1 dopamine receptor; activation, % at 2 µM; P21728; 360,000 compounds, 1% hits; HEK293 T-REx D1 cells, calcium flux, agonist mode; AID 504660; note: 0% is about no effect
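Agonism was scored from calcium flux recorded over 180 s (1 read/s) after pintool compound addition, following a 10-cycle baseline. Cells were inducible force-coupled HEK293 TREx D1, plated overnight at 30 C and loaded with no-wash calcium dye.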
D1 potentiator: enhances dopamine response at the human D1 receptor. potentiation, % at 10 µM. HEK293 TREx D1 cells, calcium flux, dopamine EC20 potentiation. P21728. 360,000 compounds, 0.036% hits; in the data active = potentiation above about 30%; note: 0% is about no effect
D2 PAM: positive allosteric modulators of human D2 dopamine receptor | P14416 | HEK293 T-REx D2, calcium flux, EC20 dopamine potentiation | potentiation, % at 10 µM | 340,000 compounds, 0.34% hits | AID 485347;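 active = potentiation over 3 SD above the plate norm, cut at about 30% in these data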; note: 0% is about no effect
Target sequence (P14416 whole entry, looked up): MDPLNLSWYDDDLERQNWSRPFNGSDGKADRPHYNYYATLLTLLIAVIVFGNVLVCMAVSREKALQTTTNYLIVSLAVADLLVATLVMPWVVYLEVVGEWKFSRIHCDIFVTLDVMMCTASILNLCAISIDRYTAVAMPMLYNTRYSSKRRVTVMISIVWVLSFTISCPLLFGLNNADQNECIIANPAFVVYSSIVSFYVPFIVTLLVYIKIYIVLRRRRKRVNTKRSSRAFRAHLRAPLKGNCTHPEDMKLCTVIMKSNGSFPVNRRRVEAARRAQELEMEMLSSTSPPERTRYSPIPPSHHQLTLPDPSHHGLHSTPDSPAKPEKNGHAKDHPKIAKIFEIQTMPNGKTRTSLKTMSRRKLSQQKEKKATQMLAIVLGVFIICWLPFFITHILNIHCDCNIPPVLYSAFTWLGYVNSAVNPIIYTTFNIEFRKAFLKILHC
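Tetracycline-induced HEK293 T-REx cells force-coupled to calcium signalling expressed D2; compounds were pin-added after a 10 s baseline, read kinetically 180 s, then an EC20 dopamine challenge followed with a further 180 s calcium read.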
D2 antag: D2 dopamine receptor (human) antagonism; P14416; HEK293 TREx D2 cells, calcium flux, dopamine EC80; inhibition, % at 10 µM; 340,000 compounds, 2% hits; in the data active = inhibition above about 30%; note: 0% is about no effect
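Calcium flux kinetic readout in an inducible HEK293 TREx D2 line plated overnight at 30 C. After 180 s compound exposure, an EC80 dopamine challenge follows with another 180 s kinetic read to detect antagonism.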
RXFP1 antagonist: blocks the human relaxin receptor RXFP1 | HEK293-RXFP1, relaxin-stimulated cAMP HTRF, 30 min; hits give low values | activity change, negative = inhibition, % at 57.5 µM | 350,000 compounds, 0.59% hits | AID 1259400;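 active = activity change of -60% or lower, but not beyond a set lower limit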; note: % is set by controls: 0 for no effect and ±100 for the full control effect
TRHR PAM: TRH receptor (human) allosteric enhancement; P34981; TRHR cells, fluo-8 calcium fluorescence, EC20 TRH enhancement; enhancement, % at 2 µM; 360,000 compounds, 0.66% hits; AID 493056; in the data active = enhancement above about 30%; note: 0% is about no effect
Target sequence (P34981 whole entry, looked up): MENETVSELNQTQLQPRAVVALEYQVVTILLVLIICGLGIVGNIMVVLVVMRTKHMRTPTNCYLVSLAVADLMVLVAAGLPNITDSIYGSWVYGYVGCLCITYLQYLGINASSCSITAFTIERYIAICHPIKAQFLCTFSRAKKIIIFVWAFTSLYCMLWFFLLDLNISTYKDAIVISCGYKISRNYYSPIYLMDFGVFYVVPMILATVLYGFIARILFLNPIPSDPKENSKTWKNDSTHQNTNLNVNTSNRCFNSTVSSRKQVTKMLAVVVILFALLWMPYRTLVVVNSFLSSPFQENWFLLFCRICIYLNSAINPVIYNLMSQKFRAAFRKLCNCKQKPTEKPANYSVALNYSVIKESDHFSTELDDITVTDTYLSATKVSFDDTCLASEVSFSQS
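Enhancer read-out: after compound pinning and an initial kinetic agonist-mode read, an EC20 of TRH (10 nM final) was injected and fluo-8 calcium signal (Ex 480/Em 530) followed at 1 s/cycle for 100 cycles in TRHR-expressing cells.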
D2 agonist: activates the human D2 dopamine receptor. P14416. HEK293 T-REx D2 cells, calcium flux agonist mode. activation, % at 2 µM. 340,000 compounds, 0.53% hits. AID 485358;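 active = activation over 3 SD above normal in the single-dose calcium agonist read, cut at about 30% in these data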; note: 0% is about no effect
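Tetracycline-induced HEK293 T-REx cells with force-coupled D2 receptor, plated overnight at 30 C, loaded with no-wash calcium dye. After a 10 s baseline, compound was pin-added and calcium flux read kinetically for 180 s; calcium rises flagged agonists.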
TRHR agonist: agonists of human TRH receptor | P34981 | TRHR cells, calcium flux fluo-8, FDSS agonist mode | activation, % at 2 µM | 360,000 compounds, 0.18% hits | AID 493084; note: 0% is about no effect
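TRHR-expressing cells loaded with fluo-8 calcium dye; 23 nL library compound pin-transferred, kinetic FDSS fluorescence (Ex 480/Em 530) recorded about 180 s for agonist-induced calcium release, before a 10 nM TRH EC20 addition for potentiator mode.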
D1 antagonist: blocks dopamine activation of the human D1 receptor. P21728. HEK293 TREx D1 cells, calcium flux, dopamine EC80; hits give low values. activity change, negative = inhibition, % at 10 µM. 360,000 compounds, 3.2% hits. AID 504652; in the data active = activity change below about -30%; note: % is set by controls: 0 for no effect and ±100 for the full control effect
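Calcium flux readout: force-coupled, inducible Hek293 Trex D1 line, cells induced overnight at 30 C with tetracycline, dye-loaded 30–90 min at RT. Antagonism scored against EC80 dopamine challenge given 180 s after compound.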
* = called active by the depositor; nt = no result given. Cut-off read from the data, not from the text of the source, unless noted: active = activation above about 30%; inactive = the rest. Not a hit list, and some 7.3% of all compounds hit somewhere here.

Screens by letter – A = D1 ag; B = D1 potentiator; C = D2 PAM; D = D2 antag; E = RXFP1 antagonist; F = TRHR PAM; G = D2 agonist; H = TRHR agonist; I = D1 antagonist
(1) COc1ccc(OC)c(NC(=O)CSCc2cnn(-c3ccccc3)c2-n2cccc2)c1
  A = 5.3	B = -4.8	C = 3.3	D = 4.9	E = -2.8	F = -2.8	G = 0.4	H = -0.6	I = -8.2
(2) COc1ccc(C(=O)N[C@H](C(=O)Nc2ccc(OC)nc2)C(C)C)cc1
  A = 0.5	B = 0.9	C = 0.0	D = -1.9	E = 6.5	F = 9.0	G = -0.1	H = -0.4	I = nt
(3) CCN(CC)C(=O)C12CC3CC(CC(Cl)(C3)C1)C2
  A = -0.3	B = -4.8	C = 3.6	D = 7.5	E = -6.7	F = -2.3	G = -0.6	H = -0.4	I = -10.9
(4) CC(CCc1ccccc1)NC(=O)c1ccc(NC(=O)c2ccccc2)cc1 (configuration not stated)
  A = 11.1	B = 2.2	C = 5.2	D = -0.6	E = -13.6	F = 1.3	G = 0.3	H = 0.9	I = -11.0
(5) C[C@@H](C(=O)NCc1ccccc1)N1C(=O)C2CC=CCC2C1=O (some centres not stated)
  A = 2.4	B = -2.5	C = -3.3	D = -8.1	E = 3.4	F = 0.0	G = 0.7	H = 0.3	I = 7.5
(6) COc1ccc(C(=O)Nc2ccnn2C2CCN(Cc3cn(C)nc3C)CC2)cc1
  A = 0.5	B = -6.0	C = -1.8	D = 8.6	E = -6.1	F = 1.2	G = 1.7	H = 0.3	I = 6.2
(7) O=C(O)CCCCCCC1C(=O)NC(=O)N1CCC(O)C1CCCCC1 (configuration not stated)
  A = 0.9	B = 0.1	C = -5.5	D = -38.8	E = nt	F = 2.0	G = 0.5	H = -1.2	I = -19.1
(8) COc1cccc(-n2cc(C(=O)OCc3ccc(Cl)cc3)c3ccccc3c2=O)c1
  A = 5.9	B = -1.8	C = -2.0	D = nt	E = -28.8	F = 4.8	G = 2.1	H = 1.6	I = -11.5
(9) Cc1nc2ccccc2nc1CSc1nncs1
  A = -1.4	B = -1.6	C = -5.7	D = 10.2	E = 7.8	F = -1.5	G = -0.7	H = -0.7	I = -9.5
(10) Oc1ccc(NCc2cccc(OCc3ccc(F)cc3)c2)cc1
  A = 5.4	B = -1.9	C = -0.5	D = -22.0	E = -10.8	F = -13.7	G = 1.3	H = 0.4	I = 1.3
(11) CCc1nnc(NC(=O)c2ccc(S(=O)(=O)N(CCOC)CCOC)cc2)o1
  A = 2.2	B = 0.2	C = 6.7	D = nt	E = 0.2	F = 1.7	G = -0.5	H = -0.1	I = 22.6
(12) CCc1ccc(C(=O)CSc2ncn[nH]2)cc1
  A = -0.4	B = -1.2	C = -7.6	D = -15.7	E = 6.5	F = -2.7	G = -1.2	H = -0.8	I = -6.7
(13) C/C(CC(=O)c1ccccc1)=N\NC(=O)CC#N
  A = 0.9	B = -7.3	C = -5.4	D = -1.5	E = 17.7	F = 1.3	G = 0.7	H = 0.4	I = nt
(14) Cc1ccc(NC(=O)c2ccc3ccccc3n2)nc1
  A = 5.0	B = -3.8	C = -2.0	D = -11.6	E = -2.4	F = -6.9	G = 1.1	H = 1.6	I = -7.9
(15) Cc1ccc(S(=O)(=O)c2ccc(Cl)cc2)cc1S(=O)(=O)NC(C)C(=O)O (configuration not stated)
  A = 0.8	B = 0.7	C = 14.2	D = -18.4	E = -1.0	F = 6.1	G = -0.6	H = 0.1	I = 16.1
(16) COc1ccc(OCC(=O)Nc2nc3ccc(NC(C)=O)cc3s2)cc1
  A = -0.5	B = 3.2	C = 10.6	D = 5.9	E = -2.8	F = 4.1	G = 0.4	H = 0.0	I = 6.7
(17) Cn1c2ccc(F)cc2c2nnc(SCC(=O)Nc3cccc(O)c3)nc21
  A = 5.2	B = -0.3	C = -0.5	D = 2.4	E = 16.2	F = -11.6	G = 1.8	H = -0.5	I = -2.8
(18) COc1ccccc1C(=O)NC(=S)N1CCc2ccccc21
  A = -0.8	B = -3.9	C = 3.2	D = -7.2	E = -7.2	F = -1.0	G = -0.6	H = -1.4	I = nt
(19) CC(=O)Nc1ccc(S(=O)(=O)NC(C)C(=O)OCCOc2ccc(F)cc2)cc1 (configuration not stated)
  A = 2.6	B = -7.2	C = -8.7	D = 8.2	E = -15.4	F = 0.7	G = -0.4	H = -0.1	I = -25.8
(20) CCN(Cc1ccccc1)C(=O)CCCOc1ccccc1
  A = 4.5	B = 0.7	C = 2.5	D = -1.1	E = 8.8	F = 5.0	G = -1.2	H = -0.3	I = -3.0
(21) CC(C)C[C@@H](CN(N=O)[C@@H](Cc1ccccc1)CN(C)N=O)N(CCc1ccccc1)N=O
  A = 6.9	B = 0.1	C = -0.3	D = nt	E = nt	F = -8.1	G = nt	H = 0.9	I = 7.5
(22) CCCC(=O)Nc1nc(-c2ccccc2)ns1
  A = 8.8	B = -1.2	C = -2.6	D = -11.6	E = -1.3	F = 3.8	G = -2.5	H = 0.4	I = -17.1
(23) CCOC(=O)c1ccc(OC)c(OC)c1Cl
  A = 0.9	B = -3.5	C = 3.9	D = 4.0	E = 0.4	F = -1.0	G = -1.0	H = 0.4	I = 9.0
(24) CCc1ccc(CNc2ccc3c(c2)ncn3CC)cc1
  A = 7.9	B = 0.8	C = 15.8	D = 6.6	E = -6.0	F = 4.6	G = 16.2	H = 6.4	I = 0.6
(25) COc1ccc(NC(=O)COC(=O)CC2Sc3ccccc3NC2=O)cc1 (configuration not stated)
  A = 6.2	B = -5.2	C = 6.0	D = 1.6	E = -7.4	F = 25.1	G = -0.2	H = -0.1	I = -20.7
(26) CN(C)c1ccc(-c2nnn(CC(=O)Nc3ccc4c(c3)OCCO4)n2)cc1
  A = 0.3	B = -1.9	C = 0.1	D = -3.7	E = -10.7	F = 1.1	G = -0.9	H = -0.3	I = -3.4
(27) COC(=O)c1ccc(/C=C2\N=C(SC)SC2=O)cc1
  A = 0.8	B = 8.7	C = -7.0	D = -9.5	E = -4.5	F = -1.2	G = -0.3	H = -0.2	I = -1.1
(28) CCN1CCN(c2ncnc3c2cnn3-c2ccc(C)cc2)CC1
  A = 5.8	B = -1.5	C = 11.0	D = nt	E = -4.7	F = 2.1	G = -0.4	H = 0.5	I = 9.0
(29) CCOc1ccc(NC(=O)CN(C)C(=O)c2ccc(C)o2)cc1OCC
  A = 2.3	B = 3.0	C = -1.0	D = -16.1	E = -8.0	F = 6.9	G = 0.8	H = 0.1	I = -6.6

Some entries already given, limited to RXFP1 antagonist and D2 antag.
nr	mol	RXFP1 antagonist	D2 antag
17	Cn1c2ccc(F)cc2c2nnc(SCC(=O)Nc3cccc(O)c3)nc21	16.2	2.4
18	COc1ccccc1C(=O)NC(=S)N1CCc2ccccc21	-7.2	-7.2

Sorted by heavy-atom count (rising): part of the list above.
Screens by letter – A = D1 ag; B = D1 potentiator; C = D2 PAM; D = D2 antag; E = RXFP1 antagonist; F = TRHR PAM; G = D2 agonist; H = TRHR agonist; I = D1 antagonist
(23) CCOC(=O)c1ccc(OC)c(OC)c1Cl
  A = 0.9	B = -3.5	C = 3.9	D = 4.0	E = 0.4	F = -1.0	G = -1.0	H = 0.4	I = 9.0
(29) CCOc1ccc(NC(=O)CN(C)C(=O)c2ccc(C)o2)cc1OCC
  A = 2.3	B = 3.0	C = -1.0	D = -16.1	E = -8.0	F = 6.9	G = 0.8	H = 0.1	I = -6.6
(19) CC(=O)Nc1ccc(S(=O)(=O)NC(C)C(=O)OCCOc2ccc(F)cc2)cc1 (configuration not stated)
  A = 2.6	B = -7.2	C = -8.7	D = 8.2	E = -15.4	F = 0.7	G = -0.4	H = -0.1	I = -25.8

From PubChem
